# A3G deaminase: blocks human APOBEC3G single-stranded DNA deamination; AID 493012; inhibition, % at 20 µM; recombinant A3G, ssDNA deamination FAM/TAMRA fluorescence; Q9HC16; hit rate 0.28% among 330,000;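 active = inhibition of at least 40% at 20 µM, with no more than 30% in the related APOBEC3A deaminase screen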;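 note: plate controls were DMSO wells with A3G for no effect and wells lacking A3G enzyme for full effect; some compounds called inactive have numbers as strong as hits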
# Target sequence (Q9HC16 whole entry, looked up): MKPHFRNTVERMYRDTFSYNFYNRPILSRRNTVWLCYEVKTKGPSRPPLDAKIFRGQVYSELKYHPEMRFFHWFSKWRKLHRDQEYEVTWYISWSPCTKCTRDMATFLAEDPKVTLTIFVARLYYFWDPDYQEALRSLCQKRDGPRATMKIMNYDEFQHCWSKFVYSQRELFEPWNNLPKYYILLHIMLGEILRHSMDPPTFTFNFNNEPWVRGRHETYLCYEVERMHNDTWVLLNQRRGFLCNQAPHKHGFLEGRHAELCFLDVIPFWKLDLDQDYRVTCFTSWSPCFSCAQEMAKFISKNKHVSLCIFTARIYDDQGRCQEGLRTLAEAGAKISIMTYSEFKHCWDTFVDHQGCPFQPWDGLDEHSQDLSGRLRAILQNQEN
# SENP8 block-1: inhibitors of human SENP8 protease. Q96LD8. recombinant SENP8, Nedd8 substrate fluorescence. inhibition, % at 20 µM. hit rate 0.64% among 360,000. AID 602440; in the data active = inhibition mostly above about 40%, no sharp cut-off; inactive = mostly below about 27%
# UBC13 polyUb: blocks human UBC13 polyubiquitin chain formation | TR-FRET | P61088 | inhibition, % at 20 µM | hit rate 0.47% among 330,000; in the data active = inhibition above about 45%, passing the limit was not always enough
# Target sequence (P61088 whole entry, looked up): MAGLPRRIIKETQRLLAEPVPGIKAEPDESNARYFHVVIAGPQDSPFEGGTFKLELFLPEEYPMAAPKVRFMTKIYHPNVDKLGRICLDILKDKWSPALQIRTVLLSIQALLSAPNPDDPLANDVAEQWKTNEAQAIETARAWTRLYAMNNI
# SENP1 FRET inh: blocks the human SENP1 SUMO protease catalytic domain; hit rate 0.21% among 360,000; inhibition, % at 10 µM; recombinant SENP1 catalytic domain, CyPet-SUMO1-YPet FRET cleavage;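 active = inhibition at least 30% at 10 µM, raw YFP signal under a set limit, fluorescence ratio 0.5 to 1.5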;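 note: 0% = enzyme with DMSO and 100% = no enzyme wells; some results filed as inactive read as strong as hits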
#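 system = hSENP1 catalytic domain, recombinant | reagent = SFCypet-SUMO1-SFYpet substrate at 25 nM | doses = one dose per compound, 10 µM, 0.5% DMSO | incubation = enzyme reaction for 50 min at room temperature, dark | measured by = FRET, CFP and YFP emission | controls = no-enzyme low, enzyme-DMSO high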
# Apaf1 inhib: blocks human Apaf-1 apoptosome activity; AID 489030; hit rate 0.71% among 330,000; inhibition, % at 20 µM; reconstituted apoptosome caspase-3 activity, DEVD-Rh110 fluorescence; O14727; active = inhibition of at least 40% at 20 µM;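 note: plate controls were DMSO wells for no effect and DEVD-CHO caspase inhibitor wells for full effect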
#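 detection = Rh110 fluorescence intensity | test system = biochemical Apaf-1 apoptosome reconstitution | also added = cytochrome c and DEVD-Rh110 substrate | schedule = 30 min plus 50 min, RT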
# SENP6 inh: blocks the human protease SENP6; Q9GZR1; Recombinant SENP6 catalytic domain, aminoluciferin luminescence; inhibition, % at 10 µM; hit rate 1.8% among 330,000; AID 2599;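 active = inhibition above about 50% at the single tested dose, limit read from the data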;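 note: plate controls were DMSO wells with enzyme for no effect and DMSO wells lacking enzyme for full effect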
# SENP8 block-2: SENP8 protease inhibition; Q96LD8; hit rate 1.2% among 330,000; purified SENP8, Z-RLRGG-aminoluciferin cleavage, luminescence; AID 2540; inhibition, % at 10 µM; in the data active = inhibition above about 50%
# SENP7 block: inhibitors of human SENP7 protease; Q9BQF6; recombinant SENP7, Z-RLRGG-aminoluciferin luminescence, 40 min; inhibition, % at 5 µM; hit rate 1.5% among 330,000; AID 434973;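 active = inhibition above about 50% at the single test dose, limit read from the data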;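 note: plate controls were DMSO with enzyme for no effect and no enzyme buffer wells for full effect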
# Target sequence (Q9BQF6 706-1050 limits assumed): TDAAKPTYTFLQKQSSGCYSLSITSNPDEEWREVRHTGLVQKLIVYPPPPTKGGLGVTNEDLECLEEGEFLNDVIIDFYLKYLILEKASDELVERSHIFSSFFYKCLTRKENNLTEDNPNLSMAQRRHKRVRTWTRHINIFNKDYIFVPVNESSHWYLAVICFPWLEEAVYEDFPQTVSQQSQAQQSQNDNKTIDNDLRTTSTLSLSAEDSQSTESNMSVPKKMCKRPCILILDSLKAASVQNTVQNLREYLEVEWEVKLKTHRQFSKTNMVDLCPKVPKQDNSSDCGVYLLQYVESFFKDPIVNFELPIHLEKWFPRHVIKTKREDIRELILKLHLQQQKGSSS
# * = called active by the depositor; nt = no result given. This is a random part of the collection; overall some 3.6% were active at least once.
[1] O=c1[nH]c(NCCO)nnc1Cc1ccccc1
[2] O=C1CC(c2ccco2)CC(O)=C1C=NCC1NCCc2ccccc21 (stereo unspecified)
[3] COc1ccc(/C=N/n2c(-c3ccc(C)cc3)n[nH]c2=S)cc1OC
[4] CCOc1cccc2sc(NC(=O)c3ccc(Br)s3)nc12
[5] Cc1cccc(NC(=O)c2c(-c3ccccc3)noc2C)n1
[6] O=C1CCCC2=C1C(c1ccccc1O)C1=C(CCCC1=O)O2
[7] NC(=O)C1CCN(C(=O)CCC(=O)c2ccc(Br)cc2)CC1
[8] O=C1CN(C(=O)CNC(=O)c2ccccc2Cl)c2ccccc2N1

assay / compound	1	2	3	4	5	6	7	8
A3G deaminase	-3	0	32	-10	-14	-6	1	1
SENP8 block-1	3	-29	8	-368	5	10	13	-2
UBC13 polyUb	4	0	2	32	0	10	-14	5
SENP1 FRET inh	2	-16	-3	25	2	0	-1	0
Apaf1 inhib	-2	5	9	2	-7	-4	-17	-4
SENP6 inh	-7	-22	-20	-19	2	-6	-1	10
SENP8 block-2	-2	-2	-8	0	1	-3	-9	8
SENP7 block	0	5	-6	-7	-5	-1	1	0

[9] C=CCn1c(-c2cccs2)nc2ccccc21
[10] O=C(Oc1ccc(OC(=O)N2CCCCC2)cc1)N1CCCCC1
[11] COc1ccc(OCCC(=O)OCC(=O)NCc2ccc(F)cc2)cc1
[12] CC(CN1CCOCC1)OC(=O)C(C)(c1ccccc1)c1ccccc1 (stereo unspecified)
[13] CNc1nc(SC)nc(N2CCOCC2)n1
[14] O=C(CSc1nnc(-c2cccc(S(=O)(=O)N3CCCC3)c2)n1-c1ccccc1)Nc1cccc(C(=O)O)c1
[15] CC1CCN(C(=O)CN(C2CCCCC2)S(C)(=O)=O)CC1
[16] O=C(NCCCN1CCOCC1)c1cc2c([nH]c3ccccc32)c(-c2cccc(Br)c2)n1

assay / compound	9	10	11	12	13	14	15	16
A3G deaminase	-3	-4	-11	-10	-1	-3	0	-1
SENP8 block-1	-436	nt	11	19	11	16	20	4
UBC13 polyUb	-3	0	-1	5	1	-4	8	51*
SENP1 FRET inh	3	nt	1	-13	-1	2	1	-4
Apaf1 inhib	8	-5	-14	10	6	-6	-4	34
SENP6 inh	-20	-19	0	-8	-11	-13	0	-16
SENP8 block-2	-11	0	2	-4	-2	-7	-2	-5
SENP7 block	-7	3	14	-16	-4	-2	2	1

# Looked up by structure from the list above (two):
[16] O=C(NCCCN1CCOCC1)c1cc2c([nH]c3ccccc32)c(-c2cccc(Br)c2)n1
[12] CC(CN1CCOCC1)OC(=O)C(C)(c1ccccc1)c1ccccc1 (stereo unspecified)

assay / compound	16	12
A3G deaminase	-1	-10
SENP8 block-1	4	19
UBC13 polyUb	51*	5
SENP1 FRET inh	-4	-13
Apaf1 inhib	34	10
SENP6 inh	-16	-8
SENP8 block-2	-5	-4
SENP7 block	1	-16

# Continuation.
[17] O=C(COc1ccccc1Cl)Nc1ccc(N2CCN(C(=O)c3ccccc3)CC2)cc1
[18] COCCN(C(=O)CSc1n[nH]c(-c2ccccc2)n1)c1c(N)n(CC(C)C)c(=O)[nH]c1=O
[19] COc1ccc(C(CNC(=O)c2ccc(NS(=O)(=O)c3cccc([N+](=O)[O-])c3)cc2)N2CCOCC2)cc1 (stereo unspecified)
[20] CCOc1ccc(-c2cc(CCCC(=O)N3CCN(c4ccc(OC)cc4)CC3)no2)cc1
[21] CCOC(=O)N1CCC(NC(=O)CCS(=O)(=O)c2ccc3c(c2)CCN3C(C)=O)CC1
[22] O=C(c1cc(-c2ccncc2)nc2ccc(Br)cc12)N1CCN(c2ccccn2)CC1
[23] O=C(O)c1ccc(COc2ccccc2/C=C2\NC(=O)N(Cc3ccccc3)C2=O)cc1
[24] Brc1ccc2[nH]c3c(N4CCc5ccccc5C4)ncnc3c2c1

assay / compound	17	18	19	20	21	22	23	24
A3G deaminase	-3	-6	-5	-7	1	-8	-6	-10
SENP8 block-1	16	4	11	11	19	13	-295	nt
UBC13 polyUb	2	-3	-13	9	2	-2	-8	28
SENP1 FRET inh	0	0	1	1	0	2	2	nt
Apaf1 inhib	15	-3	1	-6	-6	11	4	26
SENP6 inh	-8	-10	-6	2	-4	-20	-7	-21
SENP8 block-2	-4	-7	-8	8	-1	6	5	-4
SENP7 block	2	-16	-10	1	9	3	2	-2

[25] COCCNc1nc(N)c([N+](=O)[O-])c(NC2CCCCC2)n1
[26] Cc1ccc(NC2=C(Cl)C(=O)OC2OC(=O)c2ccco2)cc1 (stereo unspecified)
[27] CCCOc1ccc2oc(=O)c3c(c2c1)CCCN3C(=O)CN1CCc2ccccc2C1
[28] CC(C)C(=O)Nc1cc2c(cc1C(=O)c1ccccc1)OCCO2
[29] C[C@H]1CN([C@@H](C)CO)C(=O)c2cccc(NC(=O)C3CC3)c2O[C@H]1CN(C)Cc1ccc(C(F)(F)F)cc1
[30] CC(=O)N1CCN(C(=S)c2ccc(N(C)C)cc2)CC1
[31] CC(=O)c1ccc(NC(=O)Cn2cnc(S(=O)(=O)N3CCOCC3)c2)cc1
[32] COC(=O)c1ccc(NC(=S)Nc2ccccn2)cc1

assay / compound	25	26	27	28	29	30	31	32
A3G deaminase	-3	-7	-3	-5	3	20	-1	1
SENP8 block-1	24	7	-234	21	14	9	14	2
UBC13 polyUb	1	6	-1	4	7	-1	2	-2
SENP1 FRET inh	2	4	-21	-13	3	0	1	1
Apaf1 inhib	8	-12	25	1	15	-20	-2	11
SENP6 inh	-4	-2	0	-15	-3	-1	-17	-14
SENP8 block-2	8	-3	-1	-3	-4	3	2	-5
SENP7 block	-3	6	7	15	5	4	8	-8

[33] COc1ccc(C(=O)c2cnc3cc4c(cc3c2C)OCO4)cc1
[34] CCC(=O)Nc1nnc(Cc2ccccc2)s1
[35] CC1CCCN(C(=O)COC(=O)c2cc(-c3cccs3)nn2-c2ccccc2)C1 (stereo unspecified)
[36] Cc1ccc(C)c(N2CN(Cc3ccco3)CNC2=S)c1
[37] CCc1ccc2[nH]c(=O)c(CN(Cc3ccco3)C(=S)NCC3CCCO3)cc2c1 (stereo unspecified)
[38] COc1ccc(S(=O)(=O)N(C)C)cc1NC(=O)CN1C(=O)NC2(CCCC2)C1=O
[39] CC(c1ccccc1)N(C)C(=O)CSc1nnc(C2CC2)n1C1CC1 (stereo unspecified)
[40] COc1cccc(-c2nc3ccc(C(=O)N4CCCC(O)C4)cc3o2)c1 (stereo unspecified)

assay / compound	33	34	35	36	37	38	39	40
A3G deaminase	-4	-7	0	1	-1	-3	-1	-8
SENP8 block-1	19	16	10	14	-25	3	2	4
UBC13 polyUb	-6	-5	-2	1	5	-1	4	-2
SENP1 FRET inh	0	0	-2	2	-2	0	-1	2
Apaf1 inhib	7	-13	28	1	35	6	-1	3
SENP6 inh	-12	9	-6	-3	-5	-8	-3	15
SENP8 block-2	-10	-1	-4	-5	-3	-1	1	-1
SENP7 block	-2	4	-11	11	6	-5	8	30

[41] CCC(CC)C(=O)Nc1nnc(S(=O)(=O)Nc2ccc(OC)cc2)s1
[42] CC(C)(CSc1ccccn1)NS(=O)(=O)c1ccc(Cl)cc1
[43] O=[N+]([O-])c1ccccc1/C=N\N1CCN(c2ccccc2)CC1
[44] COc1ccc(/C=C2\SC(=O)N(CC(=O)NNC(=O)c3ccccc3O)C2=O)cc1OC
[45] O=C(NC1CCCCC1)c1cc2ccccc2cc1O
[46] O=C1CCC2(CC1)NC(=O)N(c1ccccc1)N2
[47] CN=C(Nc1ccccc1)SC1CC(=O)N(c2cccc(OC)c2)C1=O (stereo unspecified)
[48] O=C(COC(=O)c1cccnc1Cl)NCCC1=CCCCC1

assay / compound	41	42	43	44	45	46	47	48
A3G deaminase	-5	-5	0	-5	11	-2	-5	-8
SENP8 block-1	8	16	15	-138	-10	37*	11	-6
UBC13 polyUb	-5	8	-9	-5	-18	0	0	-11
SENP1 FRET inh	-1	1	2	2	-27	1	-1	2
Apaf1 inhib	5	4	4	12	36	-1	12	0
SENP6 inh	7	-14	6	-13	9	3	-15	-21
SENP8 block-2	8	-7	-1	-4	-7	5	-6	-9
SENP7 block	1	2	-1	5	-2	10	-3	-2

[49] Cc1ccc(C2Nc3ccccc3C(=O)N2CCCN2CCOCC2)cc1 (stereo unspecified)
[50] O=C1C=C(O)c2c(O)cccc2C1=O
[51] COc1cccc(-c2nc(CSCC(=O)N3CCc4ccccc43)c(C)o2)c1
[52] COC(=O)c1ccc(C(=O)OCc2nc3cc4ccccc4cc3[nH]2)cc1
[53] COc1ccc(-c2ccnc(SCC(=O)N3CCOCC3)n2)cc1
[54] O=C(NCCc1ccc(Cl)cc1Cl)c1cncc(Br)c1
[55] O=C(NC1CCCCC1)C1CCC(CNS(=O)(=O)c2ccccc2)CC1 (stereo unspecified)
[56] C[C@H](CO)N1C[C@H](C)[C@@H](CN(C)S(=O)(=O)c2cccs2)Oc2ccc(NC(=O)NC3CCCCC3)cc2C1=O

assay / compound	49	50	51	52	53	54	55	56
A3G deaminase	6	13	-2	-3	-2	-4	-7	-11
SENP8 block-1	-433	nt	8	10	-31	3	23	1
UBC13 polyUb	14	-83	3	-20	1	6	1	20
SENP1 FRET inh	-1	nt	0	-1	-2	0	0	3
Apaf1 inhib	-3	20	18	15	-11	5	5	9
SENP6 inh	4	43	-8	-38	-38	5	5	-7
SENP8 block-2	0	6	-5	-11	-14	8	9	4
SENP7 block	3	9	-3	-6	-2	3	-6	-7

[57] CCOc1cc(/C=N/NC(=O)C(C)Sc2ccccc2)ccc1O (stereo unspecified)
[58] O=C(CSc1nnc(-c2ccco2)n1Cc1ccccc1)c1ccccc1
[59] CCOc1ccc(N(C(C)=O)c2nc(C)cc(C)c2C#N)cc1
[60] Cc1ccc(C(=O)COC(=O)CN2C(=O)C3C4C=CC(C4)C3C2=O)cc1[N+](=O)[O-] (stereo unspecified)
[61] COc1ccc(OC)c(/C=C/C(=O)OCC(=O)Nc2cccc(C(C)=O)c2)c1
[62] CCOC(=O)c1c(CSC(=N)N)n(-c2ccccc2)c2cc(Br)c(OC(C)=O)cc12
[63] CC(=O)Nc1ccc(S(=O)(=O)NCC(=O)NCCc2ccc(S(N)(=O)=O)cc2)cc1
[64] O=C(COc1ccccc1[N+](=O)[O-])N/N=C/c1ccc(OC(=O)c2ccco2)cc1
[65] CS(=O)(=O)N(Cc1ccccc1)c1ccccn1
[66] O=C(CNC(=O)c1cccs1)NCC(=O)OCC(=O)c1ccccc1

assay / compound	57	58	59	60	61	62	63	64	65	66
A3G deaminase	-11	-8	-6	-6	-4	-8	4	1	-3	-2
SENP8 block-1	2	12	9	13	-418	14	9	14	7	10
UBC13 polyUb	7	4	-7	-1	15	28	4	-4	-2	0
SENP1 FRET inh	1	1	1	0	-50	0	1	3	1	1
Apaf1 inhib	-1	14	1	5	9	20	-2	3	-12	-2
SENP6 inh	-22	-6	-4	2	-8	-15	18	9	-7	-13
SENP8 block-2	3	-3	-6	2	1	-1	2	-1	4	-6
SENP7 block	5	2	-11	5	-3	-8	1	-1	-4	1

# Full records, quoted from the list:
# Entry for CCOc1cc(/C=N/NC(=O)C(C)Sc2ccccc2)ccc1O (stereo unspecified) = A3G deaminase = -11; SENP8 block-1 = 2; UBC13 polyUb = 7; SENP1 FRET inh = 1; Apaf1 inhib = -1; SENP6 inh = -22; SENP8 block-2 = 3; SENP7 block = 5
# Entry for O=C(CSc1nnc(-c2ccco2)n1Cc1ccccc1)c1ccccc1 = A3G deaminase = -8; SENP8 block-1 = 12; UBC13 polyUb = 4; SENP1 FRET inh = 1; Apaf1 inhib = 14; SENP6 inh = -6; SENP8 block-2 = -3; SENP7 block = 2
# Entry for Cc1ccc(C(=O)COC(=O)CN2C(=O)C3C4C=CC(C4)C3C2=O)cc1[N+](=O)[O-] (stereo unspecified) = A3G deaminase = -6; SENP8 block-1 = 13; UBC13 polyUb = -1; SENP1 FRET inh = 0; Apaf1 inhib = 5; SENP6 inh = 2; SENP8 block-2 = 2; SENP7 block = 5

# Source: PubChem
